# From PubChem BioAssay
# TbPYK inhibitor – T. brucei pyruvate kinase inhibition; Q57TT1; Potency, µM (series often up to 76.8 µM), without a hit: top-dose activity, negative = inhibition, actives largely listed as inhibitors; TbPYK enzyme, Kinase-Glo Plus ATP luminescence, 45 min; actives 0.12% (n = 410,000); AID 624173; active = well fitted inhibition curve with a large enough effect; note: nearly all actives have a fitted effect of over 50% in size
#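 T. brucei PYK with substrate was exposed to pin-transferred compounds across a concentration series, then started with 130 uM ADP (final). After 45 min at room temperature, Kinase-Glo Plus luminescence was read, normalized and curve-fitted.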
# Starred values were filed as active, the others as inactive; [ ] = remark or other dose. % is set by controls: 0 for no effect and ±100 for the full control effect; potency is the fitted concentration of half-maximal effect. Some of the compounds tested, so the mix of outcomes need not match the whole.
SMILES,TbPYK inhibitor
Cc1ccc(NC(=O)CN2C(=O)c3ccccc3Sc3ccc(C(=O)N4CCOCC4)cc32)c(Cl)c1,2%
Cc1cccc(NC(=O)c2nc[nH]c2C(=O)Nc2ccccc2F)c1,0%
O=[N+]([O-])c1ccc(NC(c2ccccc2)c2ccc3cccnc3c2O)cc1 (stereo not drawn),20%
CCNC(=O)C1(C)CCN(Cc2cccc(C(F)(F)F)c2)C1 (stereo not drawn),-2%
COc1ccccc1NC(=O)COC(=O)c1c(NC(C)=O)sc(C)c1C,1%
COc1cccc(Nc2nc(C(N)Cc3ccc(C(F)(F)F)cc3)cs2)n1 (stereo not drawn),-9%
CCc1ccccc1NC(=O)Cn1nc2c3cc(F)ccc3n(Cc3cccc(C)c3)cc-2c1=O,1%
COc1ccc(N(CC(=O)NCc2cccs2)S(=O)(=O)c2ccc(C(C)=O)cc2)cc1,-11%
CCOC(=O)CSC1=Nc2ccccc2C2=NC(CCC(=O)NCc3ccc(F)cc3)C(=O)N12 (stereo not drawn),-9%
CCc1ccccc1NC(=O)Cn1c(=O)n(-c2ccc(C)c(C)c2)c(=O)c2oc3ccccc3c21,-14%
CCOC(=O)C1=C[C@@H](C(C)C)N(S(=O)(=O)c2ccc(C)cc2)[C@H]1c1ccccc1F,1%
CCOc1ccc2c(c1)c(=O)c(S(=O)(=O)c1ccc(C)cc1)cn2CC(=O)Nc1ccc(C)cc1,7%
Cc1ccc(OCC(=O)Nc2ccc3nc(SCC(=O)N(C)c4ccccc4)sc3c2)cc1,-2%
CCc1nc2ccc(C(=O)N3CCN(C(=O)c4ccco4)CC3)cn2c1N(C)Cc1nccs1,-1%
CC(=O)Nc1ccc(NC(=O)C2CCN(c3c(Cc4ccccc4)c(C)nc4ncnn34)CC2)cc1,-1%
CC12C=CC(=O)C=C1CCC1C3CCC(O)(C(=O)CO)C3(C)CC(O)C12F (stereo not drawn),-5%
COc1ccc(CNC(=O)c2cnn(-c3ccc(OC)cc3)c2C2CCN(C(=O)OC(C)(C)C)CC2)cc1,8%[15.4 µM]
COC(=O)C1=C(c2cc3ccccc3s2)C[C@@H]2CC[C@H]1N2C(=O)NCCS(C)=O (stereo partly drawn),-3%
O=C(CN1C(=O)C2(SCC(=O)N2c2ccc(F)cc2)c2ccccc21)NC1CCCCC1 (stereo not drawn),-3%
CC=Cc1cc(OC)c2c(c1)C(C)C(c1ccc(O)c(OC)c1)O2 (stereo not drawn),-3%
Cc1ccc(-n2c(=O)c3ccc(C(=O)NCc4ccco4)cc3n(CC(=O)Nc3ccc(C)c(F)c3)c2=O)cc1,-6%
O=C(CN1CCN(c2ccc(Cl)cc2)CC1)Nc1ccc(Cl)c(C(F)(F)F)c1,0%
CC1CCCN(Cc2nc3c(c(=O)n(C)c(=O)n3C)n2Cc2ccc(Cl)cc2)C1 (stereo not drawn),4%
COC(=O)[C@]12CCCCC=C1N(CCC1=CCCCC1)C(=O)[C@H](CC(=O)N1CCCCC1)C2,0%
COc1ccc([C@H]2C[C@H](O)[C@@H](n3cc(C4CC4)nn3)CN2CC2CCCCC2)cc1,2%
SMILES,TbPYK inhibitor
COC(=O)C[C@@H]1C[C@@H]2c3cc(NS(=O)(=O)c4ccccc4)ccc3O[C@@H]2[C@@H](CO)O1,-13%
CC(C)CCn1c(=O)c2sccc2n2c(CCCC(=O)NCc3ccc(F)cc3)nnc12,-5%
CCCCCCCCN1C(=O)[C@H](CC(=O)NCc2ccc(C)o2)C[C@@]2(C(=O)OC)CCCCC=C12,-24%
CCOc1ccc(NC(=O)c2cnc3ccccn3c2=O)cc1,-4%
Cc1ccc(C(=O)NCCc2ccc(S(N)(=O)=O)cc2)cc1-n1cnc2cccnc21,0%[15.4 µM]
CCOC(=O)c1ccc(OCC2c3cc(OC)c(OC)cc3CCN2C(=O)c2ccc(S(=O)(=O)N3CCCC3)cc2)cc1 (stereo not drawn),-2%
COc1ccc(-n2nc(C(=O)Nc3ccc(C)cn3)c3c4ccccc4n(C)c3c2=O)cc1,-2%
COc1ccc(C#Cc2c(-c3ccsc3)oc3ccc(-c4cc(OC)c(OC)c(OC)c4)cc23)cc1,1%
Cc1c(CNC(C)c2ccccc2)c(C(=O)O)c(C)n1Cc1c(F)cccc1Cl (stereo not drawn),3%
COc1ccccc1N(CC(=O)NCCSCc1ccccc1)S(=O)(=O)c1ccccc1,5%
COc1ccc(C(=O)Nc2cccc(-c3cn4ccsc4n3)c2)c(OC)c1,-3%
COC(=O)C1=C(c2cc3ccccc3o2)C[C@@H]2CC[C@H]1N2C(=O)N1CCCC1,1%
COc1ccc(-c2cc(CNc3nc(NCc4ccccc4OC)nc4ccsc34)on2)cc1,-6%
CCCS(=O)(=O)NC(=O)C1(C)CCCN(C(=O)c2cccs2)C1 (stereo not drawn),6%
Cc1cccc(Cl)c1NC(=O)NCCCN1CCCCC1C (stereo not drawn),5%
COc1ccc(S(=O)(=O)c2c(Nc3ccc(F)cc3)sc(C(=O)c3ccc4c(c3)OCO4)c2N)cc1,2%
O=C(NOCc1ccccc1)OCc1ccccc1,5%
O=C(NCc1cccs1)c1ccc2sc([C@@H]3O[C@H](CO)[C@H](O)[C@H](O)[C@H]3O)nc2c1,8%
CC(NC(=O)CSc1nc(-c2ccccc2F)nc2cc(=O)[nH]n12)c1nc2ccccc2n1C (stereo not drawn),-1%
O=C(NCC1CC1)c1ccc2nc([C@@H]3O[C@H](CO)[C@H](O)[C@H](O)[C@H]3O)[nH]c2c1,-6%
Cc1nn2c(C)c(C(=O)N3CCN(c4ccc(Cl)cc4)CC3)cnc2c1-c1ccc(F)cc1,0%
COc1ccccc1Cc1c(-c2ccc(C#N)cc2)nc2ccc(Br)cn12,5%
CCOc1ccc(CCNC(=O)c2cc(-c3ccccc3)c(N3CCOCC3)s2)cc1,-3%
CC(=O)Oc1c(C(C)C)cc(N(C(C)=O)c2ccccc2)cc1C(C)C,9%
O=C(c1cccc(F)c1)N1CCC[C@@]2(CCN(c3cccc(-c4ccccc4)c3)C2)C1,3%
SMILES,TbPYK inhibitor
O=c1cc(CSc2n[nH]c(-c3ccccc3)n2)[nH]c2ccccc12,-7%
Cc1c(C(=O)Nc2ccc(Br)cc2F)oc2ccc(S(=O)(=O)N3CCC4(CC3)OCCO4)cc12,-3%
CCC1(CC)SCCNC1=O,-15%
O=C(NCC1(c2ccccc2)CCCC1)C(=O)Nc1cccc(Br)c1,-11%
Cc1ccc(CNS(=O)(=O)c2ccc3[nH]c4c(c3c2)CCCCC4)cc1,-4%
COc1ccc(C(=O)N(C)[C@H]2C[C@H]3c4[nH]c5ccccc5c4CCN3C[C@H]2[C@H](C)O)cc1,-4%
CCCCn1nnnc1C(c1cc2ccccc2o1)N1CCN(CC(=O)NC(C)C)CC1 (stereo not drawn),2%
COc1ccc(-c2nnc(SCC(=O)Nc3cccc(Cl)c3C)nc2-c2ccc(OC)cc2)cc1,5%
CC(=O)Nc1ccc2c(c1)C(=Nc1ccc(C)cc1)c1ccccc1-2,2%
COc1cccc(NC(=S)NC(Cc2ccccc2)c2ccccc2)c1 (stereo not drawn),-8%
COCc1cccc(-c2csc(C(O)c3cccc(OC)c3)n2)c1 (stereo not drawn),0%
O=C(CCOc1ccccc1)N(Cc1cccnc1)c1nc2ccc(F)cc2s1,-6%
Cn1c(=O)c2cc(C(=O)N3CCN(c4ccc(Cl)cc4)CC3)sc2c2ccccc21,4%
CSCCC(NS(=O)(=O)c1ccc2c(c1)oc(=O)n2C)C(=O)Nc1ccc(Cl)cc1 (stereo not drawn),-3%
COc1ccc(C(C)(O)c2nc(-c3cccc(O)c3)cs2)cc1 (stereo not drawn),-7%
COCCCN1C(=O)C(CC(=O)NC(c2ccccc2)c2ccccc2)CC(C(=O)N2CCCCCC2)=C1C (stereo not drawn),1%
COc1cccc(NC(=O)c2sc3nc(C)c(C(=O)Nc4ccc(C)cc4C)c(-c4sccc4C)c3c2N)c1,-5%
CC1(C(=O)Nc2ccc(Cl)c(Cl)c2)CCN1C(=O)CC(c1ccccc1)c1ccccc1 (stereo not drawn),-5%
O=C(NCc1ccc(F)cc1)c1ccc(Cn2c(SCc3ccc(F)cc3)nc3cccnc32)cc1,1%
O=c1[nH]c(=S)[nH]c2c1[C@H](CCc1cccc(Cl)c1)O[C@H](C1CCCC1)C2,-7%
CC(=O)c1ccc(NC(=O)CSc2nccn2C2CCCC2)cc1,-1%
CCOC(=O)c1c(NC(=O)c2ccc(S(=O)(=O)N3CCC(C)CC3)cc2)sc2c1CCN(CC)C2,1%
O=C(NC1CC1)c1ccc2sc([C@H]3C[C@H](O)[C@@H](CO)O3)nc2c1,5%
O=C(CC1CC2CCC1C2)N1CCN(S(=O)(=O)c2ccc(C(F)(F)F)cc2)CC1 (stereo not drawn),-6%
Cc1noc(-c2ccc(-c3noc(-c4ccc(Cl)cc4)n3)cc2)n1,5%
SMILES,TbPYK inhibitor
CCc1ccc(N(CC)C(=O)Cn2nc(Cc3cccnc3)c3ccccc3c2=O)cc1,4%
COc1ccc(CCNC(=O)Nc2nc(C(N)COCc3ccccc3)cs2)cc1OC (stereo not drawn),4%
COc1ccc(OC(=O)c2cn(-c3cccc(OC)c3)c(=O)c3ccccc23)cc1,1%
CCNC(=O)C1(C)CCCN(C(=O)c2cc(C)n(C(C)(C)C)n2)C1 (stereo not drawn),2%
COc1ccccc1Nc1sc(C(=O)c2ccc(F)cc2)c(N)c1S(=O)(=O)c1ccc(C)cc1,-2%
CCCNC(=O)C1(C)CCCN(Cc2ccc(Cl)cc2)C1 (stereo not drawn),-2%
CCc1ccc(S(=O)(=O)c2cn(CC(=O)Nc3ccc(F)c(Cl)c3)c3ccccc3c2=O)cc1,-9%
COc1ccccc1CNc1cc(-c2ccccc2)nc2nncn12,0%
Cc1cccc(N2CCN(c3ccc(NC(=O)c4ccccc4)cc3C(=O)O)CC2C)c1 (stereo not drawn),-11%
CCc1ccc(CNC(=O)Cn2ccc3cc(S(=O)(=O)N4CCCCCC4)ccc32)cc1,3%
Cc1ccc(Sc2c(C)nn(C(C)(C)C)c2OC(=O)C(C)(C)C)cc1,0%
CCc1nnc(SCC(=O)N(CC)c2ccccc2)c2cc3oc(C)cc3n12,0%
O=C(Cn1c(=O)c2cccn2c2cccnc21)NCc1cccc(F)c1,1%
COc1ccc(NC(=O)c2ccc3c(=O)n4nc(Nc5ccccc5C)sc4nc3c2)cc1Cl,1%
COc1ccccc1NC(=O)N(Cc1nnc2n1CCCCC2)c1ccc(F)cc1,1%
O=C1Nc2c(Cl)cc(Cl)cc2C1=O,-4%
CCc1ccc(CNC(=O)c2ccc(-c3nc(CS(=O)(=O)c4ccccc4)c(C)o3)cc2)cc1,1%
COc1ccc(CCC(=O)NCc2ccc3c(c2)CCN3C(=O)c2ccc(C)cc2)cc1,0%
CC(=O)C1CCC2C3CC(C)C4(O)CC(=O)CCC4(C)C3C(O)CC12C (stereo not drawn),-6%
O=C(Nc1cccc(Cl)c1)c1ccc2nc(CCc3ccccc3)oc2c1,3%
CC1=C(C(=O)N2CCCCCC2)CC(CC(=O)NCC2CCCCC2)C(=O)N1Cc1ccccc1 (stereo not drawn),0%
CCCCCC(=O)N1C[C@@H](O)[C@H](n2cc(COC(=O)c3ccccc3)nn2)C[C@@H]1c1ccc(OC)cc1,-8%
Cc1nc2ccc(S(=O)(=O)NC(CC(C)C)C(=O)NCc3ccc(Cl)cc3)cc2s1 (stereo not drawn),-3%
OC(c1ccc(CN2CCCCC2)cc1)c1ncc(-c2ccccc2)[nH]1 (stereo not drawn),8%
CCOCCCn1c(=N)c(C(=O)NCc2cccnc2)cc2c(=O)n3ccccc3nc21,4%
CN1CCN(C(=O)C(=O)c2cn(CC(=O)N3CCCCCC3)c3ccccc23)CC1,6%
CN(C)CCNC(=O)c1ccc2nc(Cc3ccccc3)oc2c1,0%
O=C(CC1(O)CCCCC1)OC1CCCC1,6%
Cc1ccc(-n2ncc3c(Nc4ccc(Oc5ccccc5)cc4)ncnc32)c(C)c1,-7%

# Among those listed so far, these contain two or more sulfur atoms.
SMILES,TbPYK inhibitor
COc1ccc(N(CC(=O)NCc2cccs2)S(=O)(=O)c2ccc(C(C)=O)cc2)cc1,-11%
Cc1ccc(OCC(=O)Nc2ccc3nc(SCC(=O)N(C)c4ccccc4)sc3c2)cc1,-2%
COC(=O)C1=C(c2cc3ccccc3s2)C[C@@H]2CC[C@H]1N2C(=O)NCCS(C)=O (stereo partly drawn),-3%
COc1ccccc1N(CC(=O)NCCSCc1ccccc1)S(=O)(=O)c1ccccc1,5%
CCCS(=O)(=O)NC(=O)C1(C)CCCN(C(=O)c2cccs2)C1 (stereo not drawn),6%
COc1ccc(S(=O)(=O)c2c(Nc3ccc(F)cc3)sc(C(=O)c3ccc4c(c3)OCO4)c2N)cc1,2%
O=C(NCc1cccs1)c1ccc2sc([C@@H]3O[C@H](CO)[C@H](O)[C@H](O)[C@H]3O)nc2c1,8%
CSCCC(NS(=O)(=O)c1ccc2c(c1)oc(=O)n2C)C(=O)Nc1ccc(Cl)cc1 (stereo not drawn),-3%
COc1cccc(NC(=O)c2sc3nc(C)c(C(=O)Nc4ccc(C)cc4C)c(-c4sccc4C)c3c2N)c1,-5%
CCOC(=O)c1c(NC(=O)c2ccc(S(=O)(=O)N3CCC(C)CC3)cc2)sc2c1CCN(CC)C2,1%
COc1ccccc1Nc1sc(C(=O)c2ccc(F)cc2)c(N)c1S(=O)(=O)c1ccc(C)cc1,-2%
Cc1nc2ccc(S(=O)(=O)NC(CC(C)C)C(=O)NCc3ccc(Cl)cc3)cc2s1 (stereo not drawn),-3%
